# From PubChem
# Glioma ERSR ind – inducers of ER stress response in human glioma cells; U87-MG GRP78 promoter luciferase reporter, 16 h; actives 0.02% (n = 420,000); Potency, µM, for inactives: at the highest dose activation, most hits filed as activators; AID 602332; note: potency is the fitted concentration of half-maximal effect; series mostly up to about 76 µM; % of control where 0% means no effect; nearly all actives have a fitted effect of over 35% in size
#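 Stably transfected U87-MG human glioma cells carrying a GRP78-based luminescent sensor were seeded at 1000 cells/well, pin-dosed with compounds and incubated 16 h. Luciferase reagent was then added, and end-point luminescence was read after 10 min at room temperature.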
# RXFP1 ag – activates the human relaxin receptor RXFP1; actives 0.3% (n = 370,000); Q9HBX9; HEK293T-RXFP1 cAMP TR-FRET, 30 min; response scale: percent of porcine relaxin response, buffer zero; Potency, µM (doses to about 57.5 µM), inactives show at the top dose activation, hits mostly activators; AID 2676; note: potency is the fitted concentration of half-maximal effect; % is set by controls: 0 for no effect and ±100 for the full control effect; nearly all actives have a fitted effect of over 60% in size; many of its hits are not listed in these tables
# Target sequence (Q9HBX9 whole entry, looked up): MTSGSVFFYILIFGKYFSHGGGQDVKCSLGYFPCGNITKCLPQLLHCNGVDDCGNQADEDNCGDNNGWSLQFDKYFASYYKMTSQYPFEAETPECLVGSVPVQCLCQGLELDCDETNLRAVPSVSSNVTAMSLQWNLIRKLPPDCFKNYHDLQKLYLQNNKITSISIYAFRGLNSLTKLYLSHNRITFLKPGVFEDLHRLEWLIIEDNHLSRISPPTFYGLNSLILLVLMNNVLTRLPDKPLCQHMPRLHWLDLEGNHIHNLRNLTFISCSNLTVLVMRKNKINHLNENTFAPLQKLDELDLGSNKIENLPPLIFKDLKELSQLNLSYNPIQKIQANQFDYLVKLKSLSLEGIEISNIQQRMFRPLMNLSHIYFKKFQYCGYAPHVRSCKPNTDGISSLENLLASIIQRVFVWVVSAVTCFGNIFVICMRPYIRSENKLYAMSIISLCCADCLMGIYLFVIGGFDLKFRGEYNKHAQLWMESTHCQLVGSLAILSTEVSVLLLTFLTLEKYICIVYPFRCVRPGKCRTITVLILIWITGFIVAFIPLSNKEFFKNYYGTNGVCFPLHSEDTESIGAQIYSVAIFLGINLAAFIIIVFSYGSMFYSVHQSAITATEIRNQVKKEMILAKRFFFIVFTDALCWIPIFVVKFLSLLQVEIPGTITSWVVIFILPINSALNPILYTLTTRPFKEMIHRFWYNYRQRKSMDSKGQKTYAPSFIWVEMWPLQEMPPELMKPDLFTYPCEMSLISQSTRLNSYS
#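 HEK293 cells stably expressing RXFP1, treated 30 min at 37C with compounds plus PDE4 inhibitor Ro 20174; cAMP measured by HTRF TR-FRET. Normalized to buffer and 29 nM porcine relaxin; EC50 by Hill fit.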
# RXFP1 antag – RXFP1 (human) relaxin receptor antagonism; Q9HBX9; HEK293-RXFP1, relaxin-stimulated cAMP HTRF, 30 min; hits give low values; activity change, negative = inhibition, % at 57.5 µM; actives 0.59% (n = 350,000);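 active = activity change of -60% or lower, but not beyond a set lower limit; inconclusive = change between -60% and -40%, or beyond the set limit; inactive = change above -40%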; note: % is set by controls: 0 for no effect and ±100 for the full control effect
# D1 potentiator – human D1 dopamine receptor positive modulation | P21728 | HEK293 TREx D1 cells, calcium flux, dopamine EC20 potentiation | potentiation, % at 10 µM | actives 0.036% (n = 360,000) | AID 504651; in the data active = potentiation above about 30%; note: 0% is about no effect
# D1 agonist – human D1 receptor agonism; P21728; actives 1% (n = 360,000); activation, % at 2 µM; HEK293 T-REx D1 cells, calcium flux, agonist mode; AID 504660; in the data active = activation above about 30%; note: 0% is about no effect
#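 Agonism was scored from calcium flux recorded over 180 s (1 read/s) after pintool compound addition, following a 10-cycle baseline. Cells were inducible force-coupled HEK293 TREx D1, plated overnight at 30 C and loaded with no-wash calcium dye.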
# Vif-A3G inh – inhibitors of Vif-APOBEC3G interaction. Q9HC16. HeLa A3G-eYFP + Vif (tagged APOBEC3G with the HIV-1 protein that degrades it), YFP fluorescence, overnight. Potency, µM (top dose mostly 46.1 µM), for the others: top-dose activity, negative = active, hits mostly inhibitors. actives 0.076% (n = 410,000). AID 602310;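 note: potency is the fitted concentration of half-maximal effect; % is set by controls: 0 for no effect and ±100 for the full control effect; nearly all actives have a fitted effect of over 60% in size; hits raise eYFP signal because A3G escapes Vif-driven loss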
# Target sequence (Q9HC16 whole entry, looked up): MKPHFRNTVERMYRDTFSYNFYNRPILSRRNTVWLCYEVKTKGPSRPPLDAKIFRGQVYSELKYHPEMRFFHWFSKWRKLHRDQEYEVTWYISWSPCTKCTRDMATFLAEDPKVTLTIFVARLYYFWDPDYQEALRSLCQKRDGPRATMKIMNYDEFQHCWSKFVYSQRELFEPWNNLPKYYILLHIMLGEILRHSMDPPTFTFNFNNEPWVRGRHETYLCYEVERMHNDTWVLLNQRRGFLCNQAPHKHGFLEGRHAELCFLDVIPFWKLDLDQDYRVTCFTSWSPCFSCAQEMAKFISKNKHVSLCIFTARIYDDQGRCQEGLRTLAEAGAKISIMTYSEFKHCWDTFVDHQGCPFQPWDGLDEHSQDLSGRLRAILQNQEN
#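 HeLa cells stably expressing Vif and C-terminally eYFP-tagged A3G, seeded overnight at 37 deg C, then exposed to compound by pintool overnight at 37 deg C. Rise in yellow fluorescence (Ex 488/Em 500-530, Acumen) marks blocked Vif-driven A3G degradation.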
# D1 antagonist – human D1 dopamine receptor antagonism; P21728; activity change, negative = inhibition, % at 10 µM; HEK293 TREx D1 cells, calcium flux, dopamine EC80; hits give low values; AID 504652; actives 3.2% (n = 360,000); in the data active = activity change below about -30%; note: % is set by controls: 0 for no effect and ±100 for the full control effect
#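 Compound effects on dopamine-evoked calcium signalling were measured in tetracycline-induced HEK293 Trex D1 cells. Dopamine at EC80 followed a 180 s compound pre-read, and fluorescence was tracked kinetically for 180 s more.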
# D2 potentiator – D2 dopamine receptor (human) potentiation. P14416. AID 485347. potentiation, % at 10 µM. HEK293 T-REx D2, calcium flux, EC20 dopamine potentiation. actives 0.34% (n = 340,000);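 active = potentiation over 3 SD above the plate norm, cut at about 30% in these data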; note: 0% is about no effect
#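 Primary screen. Calcium kinetics in induced HEK293 T-REx D2 cells: compound pre-addition 180 s, EC20 dopamine, 180 s more.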
# Vif-APOBEC3F blk – inhibitors of Vif-A3F interaction. HeLa A3F-eYFP + Vif (tagged APOBEC3F with the HIV-1 protein that degrades it), YFP fluorescence increase. actives 0.2% (n = 390,000). AID 602313. Potency, µM (highest dose often 46.1 µM), without a hit: at the top dose activity, negative = active; note: potency is the fitted concentration of half-maximal effect; % of control where 0% means no effect; nearly all actives have a fitted effect of over 65% in size
#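 Fluorescence increase (Ex 488/Em 500-530) after overnight compound treatment at 37 deg C flags inhibition of Vif-driven A3F-eYFP loss in stable HeLa A3F-eYFP/Vif cells seeded overnight beforehand.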
# * hit, by the source's call; u = inconclusive; x = no result given; & = joins results of further samples; ! = not confirmed by another sample. Unless noted, calls come from the whole dose curve; as a rule, active = well fitted curve in the direction sought with a large enough effect; inconclusive = small, poorly fitted or top-dose-only effect, or another doubt; inactive = no such curve, though single readings can be large; an effect the other way counts as inactive or inconclusive.
# Sequence of screens – Glioma ERSR ind, RXFP1 ag, RXFP1 antag, D1 potentiator, D1 agonist, Vif-A3G inh, D1 antagonist, D2 potentiator, Vif-APOBEC3F blk
> O=C(NCCS(=O)(=O)c1ccc(Br)cc1)c1ccccc1
 : -4%, 0.8%, 0, -3, 1, -9%, -12, 7, 0%
> CCC(CC)NC(=O)c1n[nH]c(=O)c2ccccc12
 : -7%, 6.2%, 1, -4, 1, 1%, -9, 2, -1%
> CCOC(=O)Cn1nc(NC(=O)COc2ccc(F)cc2)cc1C
 : 0%, -0.1%, -3, -6, 6, -1%, -1, -11, 6%
> Cc1cc2nc3c(=O)n(CCc4ccccc4)c(=O)[nH]c3nc2cc1N
 : -2%, 7.8%, 9, 3, 352*, u, 3, -8, 6.3µM*
> CC(Oc1ccccc1)C(=O)Nc1ccccc1C(=O)OCc1cc(=O)n2nc(C3CC3)sc2n1 (stereo not drawn)
 : -3%, -0.7%, -1, 0, 4, 5%, 5, 13, 4%
> C[C@H](CO)N1C[C@H](C)[C@H](CN(C)C(=O)Nc2ccc3c(c2)OCCO3)OCc2cnnn2CCCC1=O
 : -3%, x, 6, x, x, 1%, x, x, -8%
> O=[N+]([O-])c1ccc(Cl)c(/C=N/N2CCN(Cc3ccc(Cl)cc3)CC2)c1
 : -3%, 1.3%, -6, 5, 3, 0%, 1, -11, -1%
> CC1Cc2ccccc2N1C(=O)COC(=O)/C=C/c1ccc(F)cc1 (stereo not drawn)
 : -3%, 2.0%, -10, 2, 1, -2%, -15, 6, -8%
> Cc1ccc2oc(=O)c3cnn(CC(=O)Nc4ccc(Br)cc4C)c3c2c1
 : 0%, 12%, 2, 1, 0, 0%, -18, 6, -11%
> COC(=O)C1=C(C)Nc2c(c(=O)n(C)c(=O)n2C)C1c1ccc(C)cc1 (stereo not drawn)
 : -3%, 2.4%, 4, -1, 0, 4%, 4, 3, 2%
> COc1ccccc1OCC(=O)NCC1(N2CCOCC2)CCCCC1
 : 1%, -3.0%, 8, 0, -2, 4%, -19, 12, -8%
> COc1ccc(Cl)cc1C(=O)NNC(=O)COC(=O)c1ccc(Br)o1
 : -2%, x, -18, x, x, -3%, x, x, -4%
> CCOc1ccc(N2C(=O)CC(C(C)c3ccccc3)C2=O)cc1 (stereo not drawn)
 : 1%, -2.2%, 22, -2, 2, 0%, 7, 9, 2%
> O=C(N/N=C\c1ccc[nH]1)c1cncc(Br)c1
 : -2%, 0.9%, 3, -4, 3, 3%, -10, 2, 10%
> CN(C)CC(C)(C)CNC(=S)Nc1cc(S(=O)(=O)N2CCOCC2)ccc1Cl
 : -7%, -1.0%, -10, -4, 3, 0%, -2, 10, 0%

# 2 entries from above, with each value named.
> O=C(N/N=C\c1ccc[nH]1)c1cncc(Br)c1
  Glioma ERSR ind: -2%
  RXFP1 ag: 0.9%
  RXFP1 antag: 3
  D1 potentiator: -4
  D1 agonist: 3
  Vif-A3G inh: 3%
  D1 antagonist: -10
  D2 potentiator: 2
  Vif-APOBEC3F blk: 10%

> Cc1cc2nc3c(=O)n(CCc4ccccc4)c(=O)[nH]c3nc2cc1N
  Glioma ERSR ind: -2%
  RXFP1 ag: 7.8%
  RXFP1 antag: 9
  D1 potentiator: 3
  D1 agonist: 352*
  Vif-A3G inh: u
  D1 antagonist: 3
  D2 potentiator: -8
  Vif-APOBEC3F blk: 6.3µM*

# The list continues.
# Sequence of screens – Glioma ERSR ind, RXFP1 ag, RXFP1 antag, D1 potentiator, D1 agonist, Vif-A3G inh, D1 antagonist, D2 potentiator, Vif-APOBEC3F blk
> CC(=O)Nc1ccc(CN2CCCN(C)CC2)cc1
 : -2%, 1.1%, 2, -6, 3, -1%, 2, -1, -2%
> CCN1CCN(Cc2nc3c(c(=O)n(C)c(=O)n3C)n2CC(=O)c2ccccc2)CC1
 : -2%, 1.2%, 3, 6, -2, -1%, -9, -9, 2%
> CSc1ncccc1C(=O)OCc1ccc(COC(=O)c2cccnc2SC)cc1
 : x, 4.3%, x, 7, 3, x, -2, 7, x
> COc1ccc(S(=O)(=O)N2CCOCC2)cc1NC(=O)c1ccc(-n2nc(C)cc2C)cc1
 : 0%, 0.4%, -3, -5, 5, -5%, -4, 8, -10%
> O=C(CSc1nnc(CNC(=O)c2cccs2)o1)NCC1CCCO1 (stereo not drawn)
 : -2%, 0.3%, -2, -3, 0, 3%, 1, -3, 2%
> CCS(=O)(=O)N1CCc2cc(C(=O)N3CCN(c4cccc(C(F)(F)F)c4)CC3)ccc21
 : -4%, 0.2%, x, -4, 0, 13µM*, -3, -9, -6%
> Cc1ccc(C2=CC(c3c(F)cccc3Cl)n3ncnc3N2)cc1C (stereo not drawn)
 : -3%, 1.6%, -10, -4, 0, -1%, -17, -9, 3%
> NC(=O)C1CCN(C(=O)CSc2nc3ccccc3[nH]2)CC1
 : 0%, 1.4%, 3, 1, 2, -11%, -6, x, -1%
> CCOc1ccc2oc(C(=O)OCC(=O)NC3CCCCC3)c(C)c2c1
 : -2%, 2.2%, -5, -6, 5, 1%, -12, 0, 2%
> CCN(CC)S(=O)(=O)c1ccc(NC(=O)COC(=O)c2c[nH]c(=O)[nH]c2=O)cc1
 : -4%, 0.0%, 8, -5, 1, 0%, -15, 1, 0%
> Cc1cc(C)cc(-n2ncc3c2CCCC3NC(=O)c2ccccc2N2CCOCC2)c1 (stereo not drawn)
 : -5%, -3.6%, -24, -1, -1, -21%, 18, x, -1%
> O=C(NC1CCSc2ccccc21)c1cccc(Cl)c1 (stereo not drawn)
 : 8%, -2.6%, 4, 0, -1, 1%, -13, 2, 2%
> CO/N=C/c1c(-c2ccccc2)nn(C)c1Cl
 : -3%, 3.5%, -1, -2, 1, 0%, 6, 4, -2%
> Cc1cc(/C=C2/NC(=O)N(Cc3ccccc3F)C2=O)c(C)n1C(C)C
 : 6%, 1.6%, -22, -1, 2, -2%, -1, 9, 6%
> CCCC(O)(c1ccc(OC)cc1)C(CN1CCOCC1)c1ccccc1 (stereo not drawn)
 : -5%, 0.9%, -6, -3, -1, -9%, 30, 8, -6%

# Filtered by structure, the compounds so far with an aryl thioether with sulfur outside any ring (3)
# Sequence of screens – Glioma ERSR ind, RXFP1 ag, RXFP1 antag, D1 potentiator, D1 agonist, Vif-A3G inh, D1 antagonist, D2 potentiator, Vif-APOBEC3F blk
> CSc1ncccc1C(=O)OCc1ccc(COC(=O)c2cccnc2SC)cc1
 : x, 4.3%, x, 7, 3, x, -2, 7, x
> O=C(CSc1nnc(CNC(=O)c2cccs2)o1)NCC1CCCO1 (stereo not drawn)
 : -2%, 0.3%, -2, -3, 0, 3%, 1, -3, 2%
> NC(=O)C1CCN(C(=O)CSc2nc3ccccc3[nH]2)CC1
 : 0%, 1.4%, 3, 1, 2, -11%, -6, x, -1%

# The list continues.
Structure	Glioma ERSR ind	RXFP1 ag	RXFP1 antag	D1 potentiator	D1 agonist	Vif-A3G inh	D1 antagonist	D2 potentiator	Vif-APOBEC3F blk
COc1cccc(C(=O)NNC(=O)c2cccnc2)c1	-1%	2.3%	15	5	-1	-1%	20	2	-6%
COc1cccc2cc(C(=O)Nc3ccc(F)cc3)c(=Nc3ccc(C(=O)O)cc3)oc12	1%	-0.7%	-2	-1	0	3%	25	-6	2%
Cc1cnccc1CN(C)Cc1nc(Cc2ccccc2Cl)no1	0%	-0.3%	-15	-2	20	2%	-29	x	3%
C/C(=N\O)c1ccccc1C(=O)O	-4%	2.0%	2	-5	2	3%	-30	-6	-2%
COCc1cc(C)nc(SCC(=O)Nc2ccc3[nH]c(=O)[nH]c3c2)c1C#N	-4%	17%	-5	-6	6	-13%	-12	0	u
O=C(O)c1cc(Cl)ccc1-c1ccc(/C=C/c2cc(C(F)(F)F)[nH]c(=O)n2)o1	-1%	2.0%	1	9	97*	1%	-14	-8	u
CCn1c(SCC(=O)N(C)c2c(N)n(Cc3ccccc3)c(=O)[nH]c2=O)nc2ccccc21	1%	-3.0%	-14	-3	1	0%	-4	-6	-12%
Cc1ccc(NC(=O)CSc2nnc(-c3ccc(S(=O)(=O)N4CCCC4)cc3)o2)cc1C	-3%	2.2%	-2	-1	2	-15%	-5	0	5%
c1ccc(N2CCN(CC3CCCCC3)CC2)cc1	2%	0.7%	-9	-8	16	1%	-18	-19	1%
c1cc2c(cc1C1CCCCC1)c1c3n2CCN=C3CCC1	-13%	1.1%	-20	3	-2	-11%	41	-11	4%
CCc1ccc(Oc2c(C(F)(F)F)oc3c(CN4CCN(CC)CC4)c(O)ccc3c2=O)cc1	-2%	9.7%	-31	-3	21	3%	11	-30	-4%
COc1ccc(-c2nc(C(F)(F)F)c(OC)o2)cc1OC	-2%	0.0%	-4	0	-1	-6%	8	9	1%
CCOC(=O)c1c(-c2cccs2)csc1NC(C)=O	0%	2.2%	-8	-2	0	0%	2	-11	4%
COc1ccc(N(CC(=O)N/N=C/c2cccnc2)S(=O)(=O)c2ccccc2)c(OC)c1	-1%	0.6%	-4	-13	5	1%	-15	0	5%
O=C(OCn1ncc(Cl)c(Cl)c1=O)c1ccc(C(F)(F)F)cc1	-14%	-1.3%	10	-4	1	-15%	-48*	-11	2%
O=C(NCCCC(=O)N1CCCCC1)c1ccc(Cl)cc1	-2%	-4.2%	-14	0	0	0%	-9	1	1%
CCOC(=O)c1cc(-c2ccccc2)n(CCC(=O)Nc2ccc(Cl)c(C(F)(F)F)c2)c1C	15%	-0.6%	u	-2	26	-2%	-8	-4	-16%
O=C(CSc1nc2c([nH]c3ccccc32)c(=O)n1-c1cccc(C(F)(F)F)c1)N1CCc2ccccc21	-3%	29%	x	0	0	0%	4	-5	u
O=C(c1ccc(-c2ccc([N+](=O)[O-])cc2)o1)N1CCN(S(=O)(=O)c2cccs2)CC1	-1%	1.8%	-7	-6	1	-4%	-2	-8	1%
COc1cccc(NC(=O)CN(C)CC(=O)Nc2ccc(C)c(S(=O)(=O)N3CCOCC3)c2)c1	-2%	x	-6	x	x	-2%	x	x	-3%
O=C(CSc1nc2ccccc2n1S(=O)(=O)c1cccc([N+](=O)[O-])c1)NCc1cccs1	2%	0.1%	27	0	2	-1%	2	6	2%
Cc1csc(CNc2ncnc3ccc(-c4ccoc4)cc23)c1	13%	2.3%&-3.3%	x	10&5	11&-2	1%	-63*!	-8	-2%

# This is a subset, so the mix of outcomes need not match the whole.
